# Compound activity (PubChem BioAssay)
# TRPV1 ag: HTS Assay for Compounds that Act as Agonists of the Vanilloid Receptor 1 | Transient receptor potential cation channel subfamily V member 1 (Homo sapiens), Q8NER1 | activation, % at 8.33 µM | TRPV1-expressing cells, Fluo-8 calcium influx, agonist mode | 320,000 tested, 0.19% active; in the data active = activation above about 80%; inconclusive = between about 30% and that limit; also: 0% is about no effect
#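 Cells expressing TRPV1 were dye-loaded with Fluo-8 and read kinetically: 10 s baseline, 3 min after compound (agonist portion), then 2 min after EC20 capsaicin (allosteric enhancer portion). Calcium-bound dye fluorescence at 480/520 nm.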
# AT treatment: qHTS Assay for Identifying a Potential Treatment of Ataxia-Telangiectasia; […] A-T fibroblasts, KAP-1 phosphorylation AlphaLISA; neocarzinostatin DNA damage 30 min before lysis; Potency, µM (top dose mostly 57.5 µM), for the others: at the top dose activation, actives largely listed as activators; 320,000 tested, 0.19% active; AID 485349, 2010; also: potency is read from the fitted curve at half-maximal effect; % of control where 0% means no effect; nearly all actives have a fitted effect of over 45% in size
#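 hTERT-immortalized A-T patient fibroblasts ([…]), 500 cells/well in OPTI-MEM, 1% FBS, got compounds for 60 min, then NCS for 30 min at 37C. Lysates were then assayed for phospho-KAP-1 by AlphaLISA (anti-pKAP1 donor, anti-KAP1 acceptor beads), 6 hr at 25C.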
# MBNL1-CUG inh: qHTS Assay for Inhibitors of MBNL1-poly(CUG) RNA binding; TR-FRET MBNL1-His/biotin-(CUG)12 binding, 665/545 ratio; 280,000 tested, 0.036% active; Potency, µM (titrated, usually from 57.5 µM), for the others: top-dose activity change, negative = inhibition, most hits filed as inhibitors; active = well fitted inhibition curve with a large enough effect in the signal ratio, with a control signal flat, not every such curve was filed as active; inconclusive = small, poorly fitted or top-dose-only effect, or effect the other way, or a change in a side signal; inactive = no such curve, though single readings can be large or run the other way; the % refers to the signal ratio; also: potency is read from the fitted curve at half-maximal effect; % is scaled to controls: 0 for no effect and ±100 for the full control effect
# Target sequence (Q9NR56 whole entry, looked up): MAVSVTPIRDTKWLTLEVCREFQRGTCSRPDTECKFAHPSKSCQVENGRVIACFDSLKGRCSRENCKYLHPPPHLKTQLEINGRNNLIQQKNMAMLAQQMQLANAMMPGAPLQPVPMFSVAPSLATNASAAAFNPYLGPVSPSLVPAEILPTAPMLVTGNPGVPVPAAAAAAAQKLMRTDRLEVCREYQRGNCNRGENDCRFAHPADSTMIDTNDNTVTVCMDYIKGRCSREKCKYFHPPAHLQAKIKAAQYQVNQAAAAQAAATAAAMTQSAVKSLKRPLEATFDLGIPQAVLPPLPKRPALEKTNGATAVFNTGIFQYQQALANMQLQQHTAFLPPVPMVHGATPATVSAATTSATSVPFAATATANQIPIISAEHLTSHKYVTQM
#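 Compound titration spanned 92 nM–58 uM against the MBNL1-His/biotin-(CUG)12 complex. After 60 min at room temperature with 5 nM streptavidin-XL665 and 0.055 ng/ul terbium anti-His, ratiometric 665/545 nm emission (Ex 340 nm) normalized to controls.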
# KCNH2 3.1 inh: qHTS for Inhibitors of KCHN2 3.1: Mutant qHTS | Potassium voltage-gated channel subfamily H member 2, brain isoform KCNH2 3.1 (human) | 340,000 tested, 0.95% active | U2OS KCNH2 3.1, thallium flux FluxOr; stronger effect = lower value | activity change, % (tested at about 1.8 µM);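 active = maximum activity change below -70%; inconclusive = maximum activity change from -70% to -50%; inactive = maximum activity change above -50%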;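 also: thallium influx rate constant from kinetic fluorescence after stimulation buffer; % is scaled to controls: 0 for no effect and ±100 for the full control effect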
#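 Thallium flux read-out: FluxOr dye with Red40 quencher in HBSS/HEPES, 45 min at RT. Rate constants from kinetic reads were normalized to positive and negative DMSO controls. Cells: U2OS virally expressing the 3.1 isoform.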
# ASM inhibitor: Inhibitors of Secretory Acid Sphingomyelinase (S-ASM): qHTS; Sphingomyelin phosphodiesterase (Homo sapiens), P17405; placental ASM, HMU-PC fluorogenic substrate, 60 min; Potency, µM (doses to about 57.5 µM), without a hit: top-dose activity change, negative = inhibition, hits mostly inhibitors; 340,000 tested, 0.006% active; AID 504937, 2011; also: potency is read from the fitted curve at half-maximal effect
# Target sequence (P17405 47-631 limits assumed): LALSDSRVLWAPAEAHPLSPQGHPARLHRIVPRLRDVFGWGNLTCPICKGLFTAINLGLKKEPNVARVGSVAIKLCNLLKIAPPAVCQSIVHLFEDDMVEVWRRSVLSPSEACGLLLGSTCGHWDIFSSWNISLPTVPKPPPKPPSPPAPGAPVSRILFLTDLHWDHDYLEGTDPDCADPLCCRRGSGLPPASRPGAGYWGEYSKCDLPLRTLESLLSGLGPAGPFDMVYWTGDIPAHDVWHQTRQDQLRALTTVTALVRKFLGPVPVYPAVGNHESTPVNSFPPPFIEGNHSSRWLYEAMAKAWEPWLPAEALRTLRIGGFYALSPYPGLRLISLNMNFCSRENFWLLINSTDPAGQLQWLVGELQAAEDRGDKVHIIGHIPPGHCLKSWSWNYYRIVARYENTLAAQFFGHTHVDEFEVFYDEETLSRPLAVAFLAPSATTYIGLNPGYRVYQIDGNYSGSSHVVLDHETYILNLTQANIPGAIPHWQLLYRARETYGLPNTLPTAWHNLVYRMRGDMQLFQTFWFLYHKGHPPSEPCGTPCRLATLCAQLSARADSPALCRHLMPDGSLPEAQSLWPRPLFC
#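 Fluorogenic HMU-PC substrate (9 uM final) is turned over by placental ASM in 60 min at 37 C after a 10 min compound preincubation. Reaction ended by alkaline stop (pH 10), with fluorescence read at 386/447 nm.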
# a7 integrin act: qHTS for Activators of Integrin-Mediated Alleviation for Muscular Dystrophy. Potency, µM (series often up to 38.3 µM), inactives show top-dose activation, actives largely listed as activators. 350,000 tested, 0.064% active. AID 624291, 2012. alpha7betagal myoblasts, beta-gal FDG fluorescence, 48 h;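 also: potency is read from the fitted curve at half-maximal effect; 100% = response of the positive control SU9516; nearly all actives have a fitted effect of over 60% in size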
#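 Alpha7betagal+/- myoblasts (passage 13) were plated 16-24 hr, then exposed to compounds (1:260 dilution of DMSO stock) for 48 hours at 37C. After MPER lysis, β-galactosidase reporter activity was read as FDG fluorescence (ex 480/em 540) after 30 minutes.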
# FBPA coupling cs: qHTS Assay for Inhibitors of Fructose-1,6-bisphosphate Aldolase from Giardia Lamblia: Coupling assay counterscreen. coupling enzyme system counterscreen, AmpLite Red fluorescence. 290,000 tested, 0.67% active. AID 2472, 2010. activity change, negative = inhibition, % at 58.2 µM, hits read low; in the data active = activity change below about -30%; also: % is scaled to controls: 0 for no effect and ±100 for the full control effect
#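 Final compound at 57.5 uM, incubated 10 min at RT with coupling enzyme reagent (glyceraldehyde-3-phosphate), then 20 min with substrate and AmpLite Red detection. Fluorescence read at 525/598 nm; tests interference with the coupling assay, not aldolase inhibition.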
# GALK inhibitor: qHTS Assay for Inhibitors of Human Galactokinase (GALK); Purified GALK, Kinase-Glo residual ATP luminescence; AID 1868, 2009; 270,000 tested, 0.007% active; Potency, µM (highest dose often 57.5 µM), inactives show at the highest dose activity change, negative = inhibition, actives largely listed as inhibitors; P51570; also: potency is read from the fitted curve at half-maximal effect; % is scaled to controls: 0 for no effect and ±100 for the full control effect
#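 The enzyme phosphorylates galactose (100 uM) using ATP (35 uM); inhibition is detected as higher residual ATP, quantified by bioluminescence after 1 h reaction at room temperature, pH 8.0.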
# MLL CXXC-DNA inh: qHTS Fluorescence Polarization Assay for Inhibitors of MLL CXXC domain - DNA interaction; Histone-lysine N-methyltransferase 2A (Homo sapiens), Q03164; MLL-CXXC / FITC-HOXA9 DNA fluorescence polarization; Potency, µM (top dose mostly 115 µM), for the others: top-dose activity change, negative = inhibition, actives largely listed as inhibitors; 290,000 tested, 0.037% active; active = well fitted inhibition curve with a large enough effect in the polarisation, with a control signal flat, not every such curve was filed as active; inconclusive = small, poorly fitted or top-dose-only effect, or effect the other way, or a change in a side signal; inactive = no such curve, though single readings can be large or run the other way; the % refers to the polarisation; also: potency is read from the fitted curve at half-maximal effect
#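 Steps: dispense CXXC domain solution (7 uM) → pin compounds or unlabeled HOX-A9 DNA control → 5 min ambient → add FLSN-HOX-A9 solution (50 nM) → spin → 30 min ambient → fluorescence polarization. Tris pH 7.5/NaCl/DTT/BSA buffer.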
# hERG WT inh: qHTS for Inhibitors of KCHN2 3.1: Wildtype qHTS; Voltage-gated inwardly rectifying potassium channel KCNH2 (Homo sapiens), Q12809; U2OS, BacMam KCNH2, thallium flux FluxOr; stronger effect = lower value; activity change, % at 1.84 µM; 340,000 tested, 0.37% active; AID 720551, 2013;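 active = maximum activity change below -70%; inconclusive = maximum activity change between -70% and -50%; inactive = maximum activity change above -50%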; also: % is scaled to controls: 0 for no effect and ±100 for the full control effect
#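 U2OS cells were transduced with wild-type KCNH2 virus (2.03 x 10^8 / mL) for 4 h at room temperature, then cultured overnight at 37 C. Thallium flux was read with FluxOr dye. Rate constants were normalized to DMSO controls.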
# An asterisk follows results filed as active; u = inconclusive; x = no result given; [ ] = dose if it differs, or a comment. Unless noted, calls follow the shape of the dose curve; as a rule, active = well fitted curve in the direction sought with a large enough effect; inconclusive = small, poorly fitted or top-dose-only effect, or another doubt; inactive = no such curve, though single readings can be large; an effect the other way counts as inactive or inconclusive. This is a random part of the collection. Share with any hit: about 2%.
SMILES,TRPV1 ag,AT treatment,MBNL1-CUG inh,KCNH2 3.1 inh,ASM inhibitor,a7 integrin act,FBPA coupling cs,GALK inhibitor,MLL CXXC-DNA inh,hERG WT inh
COc1ccc(C(C(=O)NC2CCCC2)N(C(=O)c2ccco2)c2cc3c(cc2C(C)=O)OCO3)cc1 (configuration not stated),2,-4%,-3%,-5,1%,1%,3,9%,3%,1
CCOc1cc(/C=N/NC(=O)CN2CCOCC2)ccc1OCc1ccccc1,2,0%,x,5,4%,10%,1,2%,6%,2
COc1ccc(-n2nc(C(=O)NCC(=O)N3CCN(C)CC3)c3ccccc3c2=O)cc1OC,2,2%,u,18,0%,8%,4,-2%,-2%,8
Cc1ccc(C(=O)NNC(=O)Cn2ccc(C(F)(F)F)n2)o1,0,3%,x,16,-3%,-13%,x,x,x,0
COc1cc(/C=N/Nc2cc(C)nc(NS(=O)(=O)c3ccccc3)n2)ccc1O,4,-6%,6%,4,205%[activator],2%,3,x,4%,10
C=CCNC(=O)c1ccc(CN(c2ccc(OCC)cc2)S(=O)(=O)c2ccc(C)cc2)cc1,1,0%,-9%,-88*,-8%,-20%,1,-2%,1%,u
O=C(c1ccco1)c1cn[nH]c1-c1ccc(Cl)cc1O,-5,3%,-4%,15,2%,6%,-13,4%,-17%,-4
O=C(Cc1ccccc1)c1ccc(O)cc1,x,x,x,0,0%,0%,x,x,x,4
CS(=O)(=O)c1cccc(S(=O)(=O)N2CCCCCC2)c1,0,8%,-9%,-13,-1%,5%,-1,-1%,-2%,15
CCOC(=O)C(NCc1ccccc1OC)(NC(C)=O)C(F)(F)F (configuration not stated),8,-6%,-4%,-7,3%,-28%,1,-4%,-4%,-12
COc1ccc2nc(SCC(=O)N3CCNC3=O)[nH]c2c1,-3,-3%,-1%,4,3%,8%[7.66 µM],4,-1%,0%,-11
Cc1cccc(NC(=O)c2ccc(COc3cccc4ccccc34)o2)n1,6,8%,2%,-2,-1%,u,-1,1%,1%,18

# Complete entries from above:
# `Cc1ccc(C(=O)NNC(=O)Cn2ccc(C(F)(F)F)n2)o1` across the screens: TRPV1 ag: 0; AT treatment: 3%; MBNL1-CUG inh: x; KCNH2 3.1 inh: 16; ASM inhibitor: -3%; a7 integrin act: -13%; FBPA coupling cs: x; GALK inhibitor: x; MLL CXXC-DNA inh: x; hERG WT inh: 0
# `CCOc1cc(/C=N/NC(=O)CN2CCOCC2)ccc1OCc1ccccc1` across the screens: TRPV1 ag: 2; AT treatment: 0%; MBNL1-CUG inh: x; KCNH2 3.1 inh: 5; ASM inhibitor: 4%; a7 integrin act: 10%; FBPA coupling cs: 1; GALK inhibitor: 2%; MLL CXXC-DNA inh: 6%; hERG WT inh: 2

# (listing goes on)
SMILES,TRPV1 ag,AT treatment,MBNL1-CUG inh,KCNH2 3.1 inh,ASM inhibitor,a7 integrin act,FBPA coupling cs,GALK inhibitor,MLL CXXC-DNA inh,hERG WT inh
CCOP(C)(=O)C1(C(=O)OCc2ccccc2)CC1 (configuration not stated),0,1%,-7%,0,1%,9%,-1,5%,-2%,-17
CC(=O)N1N=C(c2ccco2)CC1c1cc2ccc(C)cc2nc1Cl (configuration not stated),4,0%,8%,-2,0%,9%,-1,-5%,1%,-12
CCCCNS(=O)(=O)CCNCCc1ccccc1,x,22%,x,6,3%,6%,x,x,x,6
COc1ccc(/C=N/N2CCN(c3ccc(Cl)cc3)CC2)cc1O,18,-3%,-6%,-7,-4%,-19%,0,6%,-2%,-2
CSc1ccc(/C=C(\C#N)C(=O)Nc2cccc(C)c2)cc1,8,-2%,0%,6,10%,-6%,1,0%,1%,-37
CC(C)(C)N(Cc1ccccc1)C(=O)COC(=O)CNC(=O)c1ccco1,6,7%,x,3,1%,-12%,x,x,x,-23
COCCCN1CC(=O)N2C(c3ccc(OC)c(OC)c3)c3[nH]c4ccccc4c3C[C@H]2C1=O (some centres not stated),2,3%,-6%,9,1%,-5%,0,0%,1%,-3
O=C(Cn1ncc2c(=O)oc3ccccc3c21)NCCCN1CCCC1=O,2,-5%,-5%,-7,4%,0%,7,0%,0%,-3
CCOC(=O)COc1ccc(S(=O)(=O)N2CCN(c3ccc(OC)cc3)CC2)cc1,0,-5%,7%,-10,-5%,16%,3,-1%,-1%,-1
Cc1cn(S(=O)(=O)c2ccc(Cl)cc2)c(C)n1,1,-4%,1%,9,0%,u,-6,0%,5%,x
O=C(CN1C(=O)NC2(CCCCCCC2)C1=O)NCc1ccc(F)cc1,x,6%,x,4,3%,20%,x,x,x,-3
COc1ccc(CNC(=O)COC(=O)CCN2C(=O)C3CC=CCC3C2=O)cc1OC (configuration not stated),21,6%,x,-30,4%,-5%,x,x,x,18

# An excerpt from above, reduced to MBNL1-CUG inh and TRPV1 ag:
molecule	MBNL1-CUG inh	TRPV1 ag
CCOP(C)(=O)C1(C(=O)OCc2ccccc2)CC1 (configuration not stated)	-7%	0
CC(=O)N1N=C(c2ccco2)CC1c1cc2ccc(C)cc2nc1Cl (configuration not stated)	8%	4

# Two entries from above, with values under each structure:
# Every second line gives: TRPV1 ag, AT treatment, MBNL1-CUG inh, KCNH2 3.1 inh, ASM inhibitor, a7 integrin act, FBPA coupling cs, GALK inhibitor, MLL CXXC-DNA inh, hERG WT inh
> CSc1ccc(/C=C(\C#N)C(=O)Nc2cccc(C)c2)cc1
    8, -2%, 0%, 6, 10%, -6%, 1, 0%, 1%, -37
> CC(C)(C)N(Cc1ccccc1)C(=O)COC(=O)CNC(=O)c1ccco1
    6, 7%, x, 3, 1%, -12%, x, x, x, -23

# Next part.
SMILES,TRPV1 ag,AT treatment,MBNL1-CUG inh,KCNH2 3.1 inh,ASM inhibitor,a7 integrin act,FBPA coupling cs,GALK inhibitor,MLL CXXC-DNA inh,hERG WT inh
CCN1CCCC1CNC(=O)C(NC(=O)C1CCC(C)CC1)C(C)C (configuration not stated),-9,-2%,-2%,-4,2%,3%,4,-2%,0%,5
COc1ccc(OCC#CCn2ccnc2)cc1,-3,2%,-3%,17,1%,4%,3,1%,-30%,-4
CNC(=S)NCC(O)c1ccc([N+](=O)[O-])cc1 (configuration not stated),-4,11%,22%,-2,3%,0%,4,4%,5%,18
CC(Sc1ncnc2sccc12)C(=O)Nc1ccc(C(N)=O)cc1 (configuration not stated),25,1%,16%,7,1%,37%,3,5%,4%,-42
CCN(C(=O)CSc1ccc2c(c1)OCCO2)C1CCS(=O)(=O)C1 (configuration not stated),-2,u,-3%,28,0%,-1%,3,2%,0%,-6
O=C(CNC(=O)Cn1ccc2ccccc2c1=O)NCCCN1CCN(c2cccc(Cl)c2)CC1,5,-1%,-7%,-6,6%,-9%,-3,2%,2%,-16
CN1CCN(C(=O)c2cc(-c3cccc(Cl)c3)on2)CC1,17,-2%,-3%,-11,2%,-1%,0,0%,-2%,-4
O=C(/C=C/c1ccccc1)Oc1coc(CSc2ncccn2)cc1=O,17,5%,5%,-13,0%,-20%,8,-2%,35%[activator],-19
O=C(Nc1ccc(N2CCOCC2)cc1)NC1CCCCC1,-3,-4%,-16%,11,0%,-3%,2,0%,5%,16
Cc1cc(C)n2nc(SCC(=O)NCc3ccco3)nc2n1,-2,1%,-10%,4,3%,13%,-3,3%,-1%,3
COc1ccc(C2CN=NC2C(=O)c2ccccc2)cc1 (configuration not stated),5,-10%,9%,10,-1%,26%,2,0%,0%,2
Cc1cccc(NC(=S)NCc2ccc(F)cc2)c1C,u,5%,4%,11,2%,-7%,1,-3%,1%,0
COc1ccc(/C=C/C(=O)NCC(=O)N=Nc2c(O)[nH]c3ccc([N+](=O)[O-])cc23)cc1,0,5%,u,-10,-7%,3%,-11,-5%,4%,-1
CN=C1S/C(=C\c2cc(C)n(-c3ccccc3F)c2C)C(=O)N1C,u,-18%,15%,9,38%[activator],-37%,-19,1%,10%,-21
O=C(CC1(O)C(=O)N(Cc2ccccc2Cl)c2ccccc21)c1ccco1 (configuration not stated),1,7%,-2%,-7,-2%,-38%,-1,-1%,-4%,3
